Screens deposited in PubChem by National Center for Advancing Translational Sciences (NCATS).
KB-V1 MDR tox = qHTS assay for MDR1-selective chemotherapeutics: Primary screen using the drug-selected MDR subline cells KB-V1; KB-V1 MDR cells viability, CellTiter-Glo, 72 h; Potency, µM (doses to about 46.1 µM), for the others: top-dose activity change, negative = cytotoxicity, hits mostly cytotoxic; 400,000 compounds, 3.4% hits; AID 1347076, 2019; further: potency means the concentration at half of the fitted maximal effect; on the % scale 0 is the no-effect control and ±100 the full control effect; nearly all actives have a fitted effect of over 60% in size
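Cytotoxicity via CellTiter-Glo luminescence after 72 h compound exposure at 37 degrees C. Cells: drug-selected KB-V1 line, DMEM phenol-red free plus 10% FBS. Compounds tested at multiple concentrations; normalized data fitted to concentration-effect curves.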
SW480 rereplic = A quantitative high throughput screen for small molecules that induce DNA re-replication in SW480 colon adenocarcinoma cells; SW480 DNA re-replication, Hoechst DNA content imaging, 48 h; 340,000 compounds, 1.8% hits; AID 624297, 2012; Potency, µM (doses to about 46.1 µM), for the others: at the highest dose re-replication activation, most hits filed as activators; further: potency means the concentration at half of the fitted maximal effect; % of control where 0% means no effect; nearly all actives have a fitted effect of over 55% in size
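Per well, 250 cells were exposed to pinned compound for 48 hr. Nuclear DNA was visualised with Hoechst (40 min, 37 C) and total object intensity recorded by fluorescence scanning.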
KB-3-1 cytotox = qHTS assay for MDR1-selective chemotherapeutics: Primary screen using the parental adenocarcinoma cell KB-3-1 | KB-3-1 viability, CellTiter-Glo ATP luminescence, 72 h | Potency, µM (series often up to 46.1 µM), for inactives: top-dose activity change, negative = cytotoxic, most hits filed as cytotoxic | 400,000 compounds, 1.4% hits | AID 1347075, 2019; further: potency means the concentration at half of the fitted maximal effect; on the % scale 0 is the no-effect control and ±100 the full control effect; nearly all actives have a fitted effect of over 60% in size
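Using CellTiter-Glo luminescence, growth of non-resistant KB-3-1 adenocarcinoma cells is assessed 72 h after pin-tool compound addition at 37 °C. Normalized responses across the concentration series yield fitted curves.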
HT1080 IDH1KD tx = qHTS for induction of synthetic lethality in tumor cells producing 2HG: qHTS for the HT-1080-IDH1KD cell line. HT-1080 IDH1 knockdown viability, ATP luminescence, 48 h. Potency, µM (doses to about 46.1 µM), inactives show at the highest dose activity, negative = toxicity, actives largely listed as cytotoxic. 360,000 compounds, 2% hits;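 further: potency means the concentration at half of the fitted maximal effect; 0% = DMSO wells and -100% = cell-free medium wells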
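In this qHTS, HT-1080 cells depleted of IDH1 are exposed for 48 h at 37 °C to compound titrations. Toxicity is scored from CellTiter-Glo luminescence, with DMSO as full viability and medium alone as none.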
HT1080NT lethal = qHTS for induction of synthetic lethality in tumor cells producing 2HG: qHTS for the HT-1080-NT fibrosarcoma cell line; HT-1080-NT fibrosarcoma viability, CellTiter-Glo ATP luminescence, 48 h; Potency, µM (titrated, usually from 46.1 µM), for the others: top-dose activity, negative = less viability, actives largely listed as cytotoxic; 360,000 compounds, 1.6% hits;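 further: NT is the 2HG producing partner of a matched IDH1 knockdown line; potency means the concentration at half of the fitted maximal effect; 0% = DMSO-treated cells and -100% = media-only wells without cells; nearly all actives have a fitted effect of over 55% in size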
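750 cells/well, RPMI + 5% FBS; 2 h settle, compound pin-transfer, 48 h at 37 degrees C. CellTiter-Glo 10 min RT, luminescence. Normalized to DMSO and media-only wells.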
WRN helicase inh = qHTS for Inhibitors of WRN Helicase; Bifunctional 3'-5' exonuclease/ATP-dependent helicase WRN (Homo sapiens), Q14191; WRN helicase unwinding, fluorescent forked duplex, kinetic; Potency, µM (doses to about 114 µM), without a hit: top-dose activity change, negative = inhibition, most hits filed as inhibitors; 360,000 compounds, 0.46% hits; AID 651768, 2012; further: potency means the concentration at half of the fitted maximal effect; on the % scale 0 is the no-effect control and ±100 the full control effect; nearly all actives have a fitted effect of over 55% in size
Target sequence (Q14191 whole entry, looked up): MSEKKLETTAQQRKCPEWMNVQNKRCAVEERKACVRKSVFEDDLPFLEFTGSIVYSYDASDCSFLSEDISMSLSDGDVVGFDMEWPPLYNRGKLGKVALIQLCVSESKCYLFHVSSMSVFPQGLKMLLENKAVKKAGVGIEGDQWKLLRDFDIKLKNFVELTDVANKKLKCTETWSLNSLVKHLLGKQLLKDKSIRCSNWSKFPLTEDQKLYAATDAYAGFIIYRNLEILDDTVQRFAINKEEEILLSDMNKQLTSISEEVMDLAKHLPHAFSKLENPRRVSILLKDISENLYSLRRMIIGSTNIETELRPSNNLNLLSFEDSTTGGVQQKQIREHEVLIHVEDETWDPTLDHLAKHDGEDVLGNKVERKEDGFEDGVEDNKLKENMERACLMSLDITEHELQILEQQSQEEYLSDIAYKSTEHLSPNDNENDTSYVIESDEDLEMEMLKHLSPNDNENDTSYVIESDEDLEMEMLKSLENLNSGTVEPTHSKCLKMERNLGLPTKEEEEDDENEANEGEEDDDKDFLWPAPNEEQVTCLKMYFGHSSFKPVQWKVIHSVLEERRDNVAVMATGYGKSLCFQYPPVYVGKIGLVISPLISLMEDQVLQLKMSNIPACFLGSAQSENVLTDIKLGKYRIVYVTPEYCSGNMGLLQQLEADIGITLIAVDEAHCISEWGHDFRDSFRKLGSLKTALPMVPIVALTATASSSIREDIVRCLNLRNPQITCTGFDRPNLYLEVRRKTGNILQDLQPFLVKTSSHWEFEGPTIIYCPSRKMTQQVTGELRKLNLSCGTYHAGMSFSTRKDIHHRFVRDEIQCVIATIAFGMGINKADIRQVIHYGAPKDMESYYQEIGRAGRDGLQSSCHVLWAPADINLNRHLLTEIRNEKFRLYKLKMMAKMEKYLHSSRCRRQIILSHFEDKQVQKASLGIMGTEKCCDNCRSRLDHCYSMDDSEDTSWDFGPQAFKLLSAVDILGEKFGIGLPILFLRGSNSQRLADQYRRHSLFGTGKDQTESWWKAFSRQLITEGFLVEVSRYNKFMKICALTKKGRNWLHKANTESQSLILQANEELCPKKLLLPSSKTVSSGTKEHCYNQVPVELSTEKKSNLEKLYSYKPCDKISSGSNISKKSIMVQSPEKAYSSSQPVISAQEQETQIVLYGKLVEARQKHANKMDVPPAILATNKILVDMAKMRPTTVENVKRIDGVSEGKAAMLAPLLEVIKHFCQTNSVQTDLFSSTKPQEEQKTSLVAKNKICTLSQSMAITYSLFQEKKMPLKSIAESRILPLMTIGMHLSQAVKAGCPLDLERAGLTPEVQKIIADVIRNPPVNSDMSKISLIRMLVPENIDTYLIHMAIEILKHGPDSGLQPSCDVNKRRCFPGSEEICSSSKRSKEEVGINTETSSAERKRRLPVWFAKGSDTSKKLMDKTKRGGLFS
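WRN at 20 nM final preincubated with compound 15 min at room temperature; reaction started with 100 nM fluorophore/quencher forked duplex oligonucleotide and 2 mM ATP final. Unwinding followed kinetically by red fluorescence (ex 525, em 598 nm).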
ATXN2 expr inh = Primary qHTS for Inhibitors of ATXN expression; HEK-293 ATXN2-luciferase reporter, luminescence, 24 h; Potency, µM (titrated, usually from 57 µM), for inactives: at the highest dose activity change, negative = inhibition, most hits filed as inhibitors; 360,000 compounds, 0.72% hits; further: potency means the concentration at half of the fitted maximal effect; on the % scale 0 is the no-effect control and ±100 the full control effect; nearly all actives have a fitted effect of over 55% in size
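ATXN2-luciferase reporter cells (luciferase flanked by upstream and downstream ATXN2 gene portions) were treated 24 h at 37 °C with compounds at up to 57 uM. SteadyGlo luminescence gave expression; GF-AFC fluorescence gave viability.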
MCF10A rerep = A quantitative high throughput screen for small molecules that induce DNA re-replication in MCF 10a normal breast cells; MCF 10A DNA re-replication, Hoechst nuclear intensity, 48 h; Potency, µM (doses to about 46.1 µM), inactives show at the highest dose activity, positive = re-replication, hits mostly activators; 350,000 compounds, 2.9% hits; further: potency means the concentration at half of the fitted maximal effect; % of control where 0% means no effect; nearly all actives have a fitted effect of over 50% in size
IL1B secr inh = qHTS for Inhibitors of Inflammasome Signaling: IL-1-beta AlphaLISA Primary Screen; 360,000 compounds, 4.7% hits; AID 743279, 2014; activity change, % at 57.5 µM; THP-1 LPS/ATP IL-1B secretion, AlphaLISA, 16 h; hits give low values; in the data active means activity change below about -50%; inconclusive means mostly about -30% to -49%; further: on the % scale 0 is the no-effect control and ±100 the full control effect
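THP-1 cells pretreated 1 hr with compounds (up to 57.5 uM final), then stimulated with LPS (250 ng/mL final) plus ATP (1.25 mM final); secreted IL-1B measured by AlphaLISA after 16 hr, decreased signal indicating inhibition.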
Starred values were filed as active, the others as inactive; ? = inconclusive; / = no result given; & = joins results of further samples; [ ] = remark or other dose. Unless noted, the call rests on the fitted dose curve; in most records, active means well fitted curve in the direction sought with a large enough effect; inconclusive means small, poorly fitted or top-dose-only effect, or another doubt; inactive means no such curve, though single readings can be large; an effect the other way counts as inactive or inconclusive.

SMILES	KB-V1 MDR tox	SW480 rereplic	KB-3-1 cytotox	HT1080 IDH1KD tx	HT1080NT lethal	WRN helicase inh	ATXN2 expr inh	MCF10A rerep	IL1B secr inh
CCOC(=O)C1(CCc2ccccc2)CCN(Cc2cccc3c2OCO3)CC1	-23%	?	?	?	?	8%	-27%	8%	-85*
Cc1ccccc1C(=O)N1Cc2ccccc2-n2nncc2C1	1%	/	1%	5%	-2%	1%	2%	/	29
COC(=O)C(O)(c1ccc(N(C)C(=O)c2ccc(Cl)c(Cl)c2)cc1)C(F)(F)F (stereo unspecified)	-6%	14%	30%	-1%	0%	-2%	0%	14%	18
O=c1[nH]c(O)c(/C=C2/C=CC(c3cc(Cl)ccc3Cl)=N2)c(=O)[nH]1	?	5%	?	-8%	0%	-18%	-34%	94%	20
C/C(=N\Nc1cccc2ccccc12)c1c(O)n(Cc2ccccc2)c(=O)[nH]c1=O	-18%	?	0%	-8%	1%	-31%	-23%	?	4
COc1ccc(C(CN(C)C)C2(O)CCCCC2)cc1 (stereo unspecified)	-6%	-57%&-7%[inhibitor]	-1%	-1%	-2%	-8%	-3%&-14%&-8%	-1%&2%	-9
O=C1CC(=O)N(c2ccccc2)C(=O)N1	?	-3%	7%	6%	-2%	-6%	-16%	1%	0
CN1Cc2cccnc2N(C)Cc2cc(Cl)ccc21	16µM*	3%	?	-5%	-1%	-13%	?	6%	16
Cn1cc(C=C2C(=O)NC(=O)NC2=O)c2ccccc21	-2%	0%	-3%	?	3%	?	9%	-14%	11
CCCCN1C(=O)NC(=O)C2(Cc3c(nc4ccccn4c3=O)N3CCc4ccccc4C32)C1=O (stereo unspecified)	2%	-3%	-2%	1%	-10%	0%	17%	1%	21
OC(c1ccccc1)(c1ccccc1)C1CN2CCC1CC2 (stereo unspecified)	21%	-3%&-5%	-4%	-19%	-11%	-7%	4%	6%&-1%	-26
CCN(CC)C(=O)Cn1cc(/C=C2\C(=O)NC(=O)N(c3ccccc3F)C2=O)c2ccccc21	?	1%	0%	?	?	-34%	?	?	-94*
CCCCCn1c(=O)c(C(=O)NCc2ccncc2)c(O)c2ccccc21	2.6µM*	?	5.8µM*	-29%	-19%	-19%	?	?	92
CCN1C[C@]2(COC)CC[C@H](OC)[C@@]34C5C[C@H]6C(=O)C5[C@](O)(C[C@H]6OC)[C@@](O)(C(OC)C23)[C@@H]14 (stereo partly specified)	-11%	3%	0%	-2%	-4%	2%	-11%	-22%	6
C=CCn1c(O)c(C(CC)=Nc2ccc(NC(C)=O)cc2)c(=O)[nH]c1=O	23%	-11%	-15%	13%	1%	-28%	-5%	-1%	37
CC(=O)O/C(=C1\CC2C3CC=C4CC(OC(C)=O)CCC4(C)C3CCC2(C)C1=O)C(F)(F)F (stereo unspecified)	10µM*	-2%	?	-6%	1%	-7%	-29%	?	33
CC(=O)C1C(N2CC2)CC2C3CC=C4CC(O)CCC4(C)C3CCC21C (stereo unspecified)	?	23µM*	?	-6%	-25%	8%	0%	4.6µM*	-51*
O=C1NCN(c2ccccc2)C12CCN(C(c1ccccc1)c1nnnn1Cc1ccccc1)CC2 (stereo unspecified)	?	/	-14%	?	-29%	1%	?	/	-13
C=CCn1c(O)c(C=NCCN2CCOCC2)c(=O)[nH]c1=S	1%	-16%	5%	1%	1%	0%	-22%	13%	13
COc1ccc(C(=O)CC(c2ccc(OC)c(OC)c2)c2c(O)c3ccccc3oc2=O)cc1OC (stereo unspecified)	3%	/	-9%	-7%	-1%	2%	/	/	14
CCCCc1nc2ccccc2c(=O)n1-c1ccc(Cl)cc1[N+](=O)[O-]	4.1µM*	-1%	-1%	?	6%	-6%	-7%	-2%	12
CCN(CC)c1ccc2c(cc1=O)[C@@H](NC)CCc1cc(OC)c(OC)c(OC)c1-2	6.5µM*	1µM*	0.92µM*	?	1.3µM*	6%	-15%	1.3µM*	50
COc1ccc(N=Cc2c(O)n(C)c(=O)[nH]c2=O)cc1	1%	1%	2%	2%	0%	11%	-15%	-16%	2
COc1cc(OC)cc(C2(C#N)CCN(C)CC2)c1	-14%	-17%	-12%	3%	-1%	-3%	/	-6%	-6
CCN1C(=O)C(=Cc2ccc(C)s2)C(=O)N(CC)C1=S	-1%	?	-1%	?	?	?	?	?	-10

A stretch from further up, as a working copy:
SMILES	KB-V1 MDR tox	SW480 rereplic	KB-3-1 cytotox	HT1080 IDH1KD tx	HT1080NT lethal	WRN helicase inh	ATXN2 expr inh	MCF10A rerep	IL1B secr inh
COC(=O)C(O)(c1ccc(N(C)C(=O)c2ccc(Cl)c(Cl)c2)cc1)C(F)(F)F (stereo unspecified)	-6%	14%	30%	-1%	0%	-2%	0%	14%	18
O=c1[nH]c(O)c(/C=C2/C=CC(c3cc(Cl)ccc3Cl)=N2)c(=O)[nH]1	?	5%	?	-8%	0%	-18%	-34%	94%	20
C/C(=N\Nc1cccc2ccccc12)c1c(O)n(Cc2ccccc2)c(=O)[nH]c1=O	-18%	?	0%	-8%	1%	-31%	-23%	?	4
COc1ccc(C(CN(C)C)C2(O)CCCCC2)cc1 (stereo unspecified)	-6%	-57%&-7%[inhibitor]	-1%	-1%	-2%	-8%	-3%&-14%&-8%	-1%&2%	-9
O=C1CC(=O)N(c2ccccc2)C(=O)N1	?	-3%	7%	6%	-2%	-6%	-16%	1%	0

Going on with the list:
SMILES	KB-V1 MDR tox	SW480 rereplic	KB-3-1 cytotox	HT1080 IDH1KD tx	HT1080NT lethal	WRN helicase inh	ATXN2 expr inh	MCF10A rerep	IL1B secr inh
CCC(=NCCC1=CCCCC1)c1c(O)[nH]c(=O)[nH]c1=O	-14%	-4%	0%	-12%	-10%	-9%	-3%	?	?
O=P(N1CC1)(N1CC1)N1CCc2ccccc21	6%	-1%	-5%	-7%	?	8%	0%	-3%	30
COC(=O)C1=C(c2ccc(S(C)(=O)=O)cc2)C[C@@H]2CC[C@H]1N2C(=O)N1CCOCC1	7%	0%	0%	-4%	-4%	-4%	-3%	-28%	-8
C#CCN1C(=O)S/C(=C\c2ccc(N3CCOCC3)cc2C)C1=O	5%	?	-7%	16%	12%	-6%	14%	?	0
CC(C)CCOP(=O)(c1ccc(N(C)C)cc1)C(O)c1ccc(Cl)cc1Cl (stereo unspecified)	?	?	?	16µM*	23µM*	-15%[57.1 µM]	0%	?	-88*
O=C(Nc1ccc(Cl)cc1C(=O)c1ccccc1)c1ccccc1	-4%	2%	-6%	-7%	3%	-28%	20%	10%	-20
CN1C(=O)/C(=C/c2cccn2-c2ccc3ccccc3c2)C(=O)NC1=S	?	?	?	?	?	-35%[57.1 µM]	?	?	-117*
CCN(C(=O)COC(=O)C(O)(c1ccccc1)c1ccccc1)c1c(N)n(Cc2ccccc2)c(=O)[nH]c1=O	-3%	-9%	-4%	-2%	6%	-7%	6%	1%	53
CCN(CC)CCN/N=C(\C)c1c(O)[nH]c(=O)[nH]c1=O	-1%	-2%	3%	2%	4%	-3%	/	-5%	0
COc1cc2c(cc1OC)-c1c(OC)c(OC)cc3c1[C@H](C2)[N+](C)(C)CC3	23%	-7%	0%	0%	1%	-7%	11%	1%	19
CN1CCC(N2CC3CC(C2)c2cccc(=O)n2C3)CC1 (stereo unspecified)	16%	-1%	5%	0%	7%	6%	-4%	-20%	-2
COC(=O)C1=C(c2cccc(OCc3ccccc3)c2)C[C@@H]2CC[C@H]1N2C(=O)NCc1ccc2[nH]ccc2c1	-1%	-2%	?	-11%	-5%	-6%	-4%	5.2µM*	0
CCCCC1(CCC)C(=O)NC(=S)NC1=O	9%	-3%	7%	6%	-1%	3%	1%	6%	17
C=C1C(C)C2C(Cc3ccccc3)NC(=O)C23C(OC(C)=O)C=CC(C)(O)CC(C)CC=CC3C1O (stereo unspecified)	?	3.7µM*	?	?	-4%	8%	0%	?	53
COc1ccc(N2C(=O)/C(=C/c3ccc(OC)c(OC)c3)C(=O)NC2=S)cc1	-5%	5%	21%	3%	-4%	-27%	-11%	1%	0
O=S(=O)(c1ccccc1)N1CCCCC1c1cccnc1 (stereo unspecified)	-17%	1%	-3%	?	12%	-8%	-8%	3%	11
O=c1nc(/C=C/c2ccc(Cl)cc2Cl)cc(C(F)(F)F)[nH]1	-23%	-9%	-1%	-11%	-5%	50µM*	/	6.5µM*	-87*
Oc1ccc(/C=N/NP(=S)(c2ccccc2)c2ccccc2)cc1O	?	1%	-2%	?	?	-17%	-5%	2%	10
Cc1ccc(-n2c(O)c(C=N)c(=O)n(-c3ccc(C)cc3)c2=O)cc1	6%	-2%	15%	1%	-4%	2%	/	10%	-9

Random excerpt: 2 records from the list, in no set order.
SMILES	KB-V1 MDR tox	SW480 rereplic	KB-3-1 cytotox	HT1080 IDH1KD tx	HT1080NT lethal	WRN helicase inh	ATXN2 expr inh	MCF10A rerep	IL1B secr inh
CC(=O)C1C(N2CC2)CC2C3CC=C4CC(O)CCC4(C)C3CCC21C (stereo unspecified)	?	23µM*	?	-6%	-25%	8%	0%	4.6µM*	-51*
CCC(=NCCC1=CCCCC1)c1c(O)[nH]c(=O)[nH]c1=O	-14%	-4%	0%	-12%	-10%	-9%	-3%	?	?

Some of the compounds tested; the hit share may differ from the screen's.
